# Dengue-2 NS5 capping – flavivirus cap methylation enzyme inhibition – biochemical, confirmation dose response, primary screen (AID 588689). Dengue-2 NS5 methyltransferase capping enzyme assay, biochemical; higher % means a stronger effect. inhibition, % at 25 µM; hits with a dose series show IC50 in µM. actives 0.3% (n = 340,000); in the data active = a potency from the dose series; inconclusive = inhibition above about 29% without an active follow-up result
# Rac1 GTP hydrolysis – MgcRacGAP GTPase-activating activity inhibitors, confirmation, biochemical, ADP Hunter fluorescence. MgcRacGAP-stimulated Rac1 GTP hydrolysis, ADP Hunter fluorescence; higher % means a stronger effect; GST-tagged Rac1 F28L mutant substrate. inhibition, % at 30 µM, or IC50 in µM where a hit was titrated. actives 0.6% (n = 340,000);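 active = first-screen hits whose inhibition reached a set limit at any dose in the follow-up dose series; inconclusive = inhibition above the set first-screen limit but never retested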;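 also: fluorescence reports GDP produced by GAP-driven GTP hydrolysis; strong numbers were not always called active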
# Active calls of the source: *; ? = inconclusive. These rows are one share of the data, so the mix of outcomes need not match the whole.
smiles | Rac1 GTP hydrolysis | Dengue-2 NS5 capping
COC1=C(Br)C(=O)c2nc(C)ccc2C1=O | 68µM* | 3.77µM*
CC1(c2cccc(Br)c2)NC(=O)N(CC(=O)Nc2ccc(N3CCCCC3)cc2)C1=O (stereo unspecified) | 12.9% | 3.5%
Cc1ccccc1CC(=O)N1CCC(CCC(=O)NC2CC2)CC1 | 8.2% | -1.1%
CC(NC(=O)C(=O)c1cn(CC(=O)N2CCCC2)c2ccccc12)c1ccccc1 (stereo unspecified) | 8.8% | -2.9%
O=C1[C@H]2[C@@H](c3ccccc3)N[C@]3(CCCN(Cc4ccc(Br)cc4)C3=O)[C@H]2C(=O)N1Cc1ccccc1 | 14.7% | 3.4%
C[C@@H]1CN([C@H](C)CO)C(=O)c2c(c3ccccc3n2C)-c2ccccc2CO[C@@H]1CN(C)C(=O)Nc1ccc2c(c1)OCO2 | 15.4% | -5.0%
C[C@@H]1CN([C@@H](C)CO)S(=O)(=O)c2ccc(C#Cc3cccc(F)c3)cc2O[C@@H]1CN(C)CC1CC1 | 12.9% | 1.1%
CCCCCCN1C[C@@H](n2cc(COC(=O)c3ccccc3)nn2)[C@H](O)C[C@@H]1c1ccc(OC)cc1 | 6.0% | 7.2%
CCCCCCN1C[C@H](n2cc(COC(=O)c3ccccc3)nn2)[C@@H](O)C[C@@H]1c1ccc(Cl)cc1 | 15.2% | 1.1%
CC(=O)c1ccc(Cc2ccc(C(C)=O)s2)s1 | -5.7% | -5.8%

# An excerpt from above in order of the Rac1 GTP hydrolysis value, largest number first.
smiles	Rac1 GTP hydrolysis	Dengue-2 NS5 capping
CCCCCCN1C[C@H](n2cc(COC(=O)c3ccccc3)nn2)[C@@H](O)C[C@@H]1c1ccc(Cl)cc1	15.2%	1.1%
C[C@@H]1CN([C@@H](C)CO)S(=O)(=O)c2ccc(C#Cc3cccc(F)c3)cc2O[C@@H]1CN(C)CC1CC1	12.9%	1.1%
CC(NC(=O)C(=O)c1cn(CC(=O)N2CCCC2)c2ccccc12)c1ccccc1 (stereo unspecified)	8.8%	-2.9%

# More structures:
smiles | Rac1 GTP hydrolysis | Dengue-2 NS5 capping
COc1cc(C(=O)N(C(C)C)C2CCCCC2)cc(OC)c1OC | 7.9% | 4.6%
C=CCn1c(SCC(=O)N2CCC(C)CC2)nc2c([nH]c3ccccc32)c1=O | 5.1% | -7.5%
CSC[C@H]1CN(c2ccccc2)C(=O)[C@@H]1CC(=O)Nc1ccccc1 | 10.8% | 0.6%
C[C@H]1CN([C@@H](C)CO)S(=O)(=O)c2ccc(Br)cc2O[C@@H]1CN(C)C(=O)Nc1ccc2c(c1)OCO2 | 17.3% | -7.7%
CCCCN1C(=O)C(CC(=O)NC2CC2)CC(C(=O)N(CC)CC)=C1C (stereo unspecified) | 7.8% | 1.1%
CN1OC[C@@H]2CN(S(=O)(=O)c3cccc(C(F)(F)F)c3)[C@H](c3ccc(-c4cc5ccccc5o4)cc3)C[C@@H]21 | 9.1% | -3.9%
Cc1cccc(C(C)C)c1NC(=O)COC(=O)CCC(=O)N(CC(C)C)c1c(N)n(CC(C)C)c(=O)[nH]c1=O | 8.2% | -6.0%
Cc1cc(C)cc(OCC(=O)NNC(=O)CC(C)c2ccccc2)c1 (stereo unspecified) | 18.6% | 0.0%
COc1ccc(-c2n[nH]nc2C2=CC(=O)CC(C)(C)C2)cc1 | 19.8% | 1.7%
CCOc1cc(N2CCOCC2)c(OCC)cc1NC(=O)c1ccccc1N1CCCC1=O | 9.9% | -2.3%
CCCCCCNC(=O)O[C@H]1Cn2c(=O)n(CCCCCC)c(=O)n2[C@@H]2CN(S(=O)(=O)c3ccc(C)cc3)C[C@]12O | 12.9% | -1.1%
COCC(=O)Nc1ccc2c(c1)[C@@H]1C[C@H](CC(=O)OC)O[C@@H](CO)[C@@H]1O2 | 12.7% | 5.0%
O=C(OCC(=O)c1c[nH]c2ccccc12)c1ccc(OC(F)F)cc1 | 2.8% | -4.6%
C=C(C)c1cccc(C(C)(C)NC(=O)N2CCN(C(=O)OCC)CC2)c1 | -24.5% | 2.8%
C[C@H](CO)N1C[C@H](C)[C@@H](CN(C)S(=O)(=O)c2ccc(C#N)cc2)OCc2cnnn2CCCC1=O | 19.4% | 0.6%
O=C(CNC(=O)N1CC(=O)Nc2ccccc21)NCCCc1ccccc1 | -29.0% | -5.0%
COc1cccc(N2CCN(C(=O)c3ccc(Cl)c(S(=O)(=O)N4CCCCCC4)c3)CC2)c1 | 9.5% | 1.6%
O=C(Cn1ccnc1[N+](=O)[O-])N(CCO)CCO | 7.3% | -5.8%
Cc1ccc(S(=O)(=O)N2CCC(=O)c3ccccc32)cc1 | 8.4% | 10.9%
Cc1ccc(S(=O)(=O)N2C[C@H]3n4c(=O)ccc(=O)n4C[C@H](OC(=O)NCc4ccccc4F)[C@@]3(O)C2)cc1 | 11.7% | -34.2%

# The final seven entries of the part before come first, to join the parts:
smiles | Rac1 GTP hydrolysis | Dengue-2 NS5 capping
C=C(C)c1cccc(C(C)(C)NC(=O)N2CCN(C(=O)OCC)CC2)c1 | -24.5% | 2.8%
C[C@H](CO)N1C[C@H](C)[C@@H](CN(C)S(=O)(=O)c2ccc(C#N)cc2)OCc2cnnn2CCCC1=O | 19.4% | 0.6%
O=C(CNC(=O)N1CC(=O)Nc2ccccc21)NCCCc1ccccc1 | -29.0% | -5.0%
COc1cccc(N2CCN(C(=O)c3ccc(Cl)c(S(=O)(=O)N4CCCCCC4)c3)CC2)c1 | 9.5% | 1.6%
O=C(Cn1ccnc1[N+](=O)[O-])N(CCO)CCO | 7.3% | -5.8%
Cc1ccc(S(=O)(=O)N2CCC(=O)c3ccccc32)cc1 | 8.4% | 10.9%
Cc1ccc(S(=O)(=O)N2C[C@H]3n4c(=O)ccc(=O)n4C[C@H](OC(=O)NCc4ccccc4F)[C@@]3(O)C2)cc1 | 11.7% | -34.2%
CC(C)NC(=O)C1CCN(Cc2cccc(OCc3ccccc3)c2)CC1 | 6.5% | 0.0%
CN(C(=O)Nc1ccc(F)cc1)[C@H]1C[C@H]2c3[nH]c4ccccc4c3CCN2C(=O)[C@H]1CO | 17.6% | -6.6%
CCn1c(O)c(N=NC(=O)CNC(=O)c2cccnc2)c2ccccc21 | -8.9% | 2.3%
C[C@@H]1CN([C@H](C)CO)C(=O)c2c(c3ccccc3n2C)-c2ccccc2CO[C@H]1CN(C)Cc1ccccc1 | 4.1% | -9.8%
O=C(O)c1ccc(CNC(=O)C2CCN(S(=O)(=O)c3cccs3)CC2)cc1 | 9.9% | -2.2%
Cc1ccc(OCC(=O)Nc2ccc(S(=O)(=O)NC3=NCCCCC3)cc2)cc1 | 10.9% | -6.3%
COC(=O)C(c1ccccc1)C(CC(=O)c1ccccc1)c1ccccc1 (stereo unspecified) | 2.0% | -2.9%
C[C@H](CO)N1C[C@H](C)[C@@H](CN(C)Cc2ccc(Cl)c(Cl)c2)OCCCC[C@H](C)Oc2ccc(NC(=O)CCC(F)(F)F)cc2C1=O | 6.4% | -2.3%
Cc1ccc(NC(=O)c2sc3ncn(CC(=O)N4CCN(c5ccccn5)CC4)c(=O)c3c2C)cc1 | 12.9% | -3.9%
Cc1ccc([C@H]2C[C@H](n3cc(C4CC4)nn3)[C@@H](O)CN2C(=O)c2cccs2)cc1 | 2.3% | 0.6%
CC(C)C1C(=O)N(Cc2cn(CC3CCCCC3)nn2)CCS(=O)(=O)N1Cc1ccc(-c2ccc(F)cc2)cc1 (stereo unspecified) | 11.4% | -3.9%
CCCS(=O)(=O)c1nc(S(=O)(=O)c2ccc(C)cc2)c(N2CCCCC2)s1 | 17.9% | -5.0%
CCN(CC)CCNc1cccc2sc3ccccc3c(=O)c12 | 19.4% | -1.1%
COc1ccc(CCNC(=O)c2ccc(CS(=O)(=O)Cc3ccc(C)cc3)o2)cc1OC | 5.6% | 2.9%
C[C@@H]1CN([C@@H](C)CO)S(=O)(=O)c2ccc(-c3ccccc3)cc2O[C@@H]1CN(C)Cc1ccccc1C(=O)O | 13.5% | 1.6%
CC(C)OC(=O)N(C)C[C@@H]1OCc2cnnn2CCCC(=O)N([C@@H](C)CO)C[C@H]1C | 14.9% | 1.7%
CC12CCC3c4ccccc4CCC3(CO1)C2 (stereo unspecified) | 9.5% | 2.3%
COc1cccc(CN(C)C(=O)c2cccc(S(=O)(=O)N3CCN(c4ccccc4)CC3)c2)c1 | 8.9% | -1.1%
COc1cc(C(C)=O)ccc1OCC(=O)NCc1ccccc1CN1CCCC1 | 12.9% | 1.6%
CN(C(=O)c1cc(-c2cccs2)nn1-c1ccccc1)C1CCS(=O)(=O)C1 (stereo unspecified) | 9.7% | 5.2%

# The closing 3 entries of the part above are carried over, then new ones follow.
smiles | Rac1 GTP hydrolysis | Dengue-2 NS5 capping
COc1cccc(CN(C)C(=O)c2cccc(S(=O)(=O)N3CCN(c4ccccc4)CC3)c2)c1 | 8.9% | -1.1%
COc1cc(C(C)=O)ccc1OCC(=O)NCc1ccccc1CN1CCCC1 | 12.9% | 1.6%
CN(C(=O)c1cc(-c2cccs2)nn1-c1ccccc1)C1CCS(=O)(=O)C1 (stereo unspecified) | 9.7% | 5.2%
O=C(CN1C(=O)NC2(CCc3ccccc32)C1=O)NC1CCCCC1 (stereo unspecified) | 4.1% | -3.4%
O=[N+]([O-])c1ccc(C=CC=Cc2ccccc2)cc1 | 5.5% | -26.4%
Cn1nc(NC(=O)C(F)(F)F)c2ncc(-c3ccccc3)nc21 | -9.0% | 1.1%
CC1=C(C(=O)N(C)C)CC(CC(=O)NC2CCCC2)C(=O)N1Cc1ccc(F)cc1 (stereo unspecified) | 3.5% | -8.7%
COc1ccc(S(=O)(=O)N2CCCCCC2)cc1NC(=O)CCNC(=O)c1ccccc1Cl | -5.3% | -4.0%
C[C@@H]1CCCCO[C@@H](CN(C)S(=O)(=O)c2cccs2)[C@@H](C)CN([C@H](C)CO)C(=O)c2cc(NS(=O)(=O)c3ccccc3)ccc2O1 | 7.8% | -2.3%
CN(C(=O)COc1ccccc1)c1ccc([N+](=O)[O-])cc1 | 7.5% | 0.6%
CCc1ccc(NC(=O)c2ccc3c(c2)CCN3S(C)(=O)=O)cc1 | 2.8% | 1.7%
C[C@@H]1CN([C@H](C)CO)C(=O)c2cc(Br)cnc2O[C@H]1CN(C)C(=O)Cc1ccccc1 | 6.8% | -7.0%
C[C@@H]1CN([C@H](C)CO)C(=O)CCCn2nncc2CO[C@H]1CN(C)S(=O)(=O)c1ccc(C#N)cc1 | 15.0% | -9.9%
CN(C(=O)C1CC1)c1ccccc1 | 10.1% | -1.7%
CC(C)C#Cc1ccc2c(c1)O[C@@H](CN(C)C(=O)c1cnccn1)[C@@H](C)CN([C@@H](C)CO)S2(=O)=O | 11.0% | 2.2%
CCN(CC)CCNc1c(C)cc(CO)c(Cl)c1C | 5.4% | -4.6%
C[C@@H]1CCCCO[C@@H](CN(C)S(=O)(=O)c2ccc(F)cc2)[C@@H](C)CN([C@H](C)CO)C(=O)c2cc(NC(=O)c3ccccc3)ccc2O1 | 12.2% | -0.6%
CN(C)C(CNC(=O)c1cccc(S(=O)(=O)N2CCc3ccccc3C2)c1)c1ccccc1 (stereo unspecified) | 18.4% | 0.0%
Cc1ccc(S(=O)(=O)N=N/C=C2\C=CC=CN2O)cc1 | 2.0% | -1.7%
C[C@@H]1CN([C@H](C)CO)C(=O)CCCn2nncc2CO[C@H]1CN(C)Cc1cccnc1 | 4.6% | -0.6%
CCCCCCn1c(=O)n2n(c1=O)[C@@H]1CN(S(=O)(=O)c3ccc(C)cc3)C[C@]1(O)[C@@H](OC(=O)NC1CC1)C2 | 2.0% | -5.1%
O=C1CCC(C(=O)N(CCO)Cc2ccccc2)CN1CCc1cccc(F)c1 (stereo unspecified) | 13.5% | 0.0%
CCCCCC(=O)N1C[C@H](n2cc(-c3ccc(F)cc3)nn2)[C@@H](O)C[C@@H]1c1ccc(C)cc1 | 14.8% | 0.6%
COC(=O)C1(C(=O)OC)C2C(=O)C3C(C21)C3(C(=O)OC(C)(C)C)C(=O)OC(C)(C)C (stereo unspecified) | 3.5% | 1.1%
COC(=O)c1ccc(NC(=O)CN2CCC(NC(=O)c3ccccc3F)CC2)cc1 | 12.5% | 8.0%
O=C1NC(=O)C2(N1)C(=O)c1cccc3cccc2c13 (stereo unspecified) | 8.4% | ?
C[C@H]1CN([C@@H](C)CO)C(=O)CCCn2cc(nn2)CO[C@@H]1CN(C)C(=O)c1ccncc1 | 11.2% | 1.6%
C[C@@H]1Cn2cnc(C(=O)Nc3ccc(CNC(=O)OC(C)(C)C)cc3)c2C(=O)N1 | 8.4% | -3.9%
CCC(=NNS(=O)(=O)c1ccc(C)cc1)c1ccccc1 | 5.8% | -3.5%

# From PubChem BioAssay
